DT40 TDP1 CPT: growth inhibition of DT40 Tdp1-/-;hTDP1 cells with camptothecin (screen for TDP1 inhibitors) | Potency, µM (doses to about 46.2 µM), inactives show at the highest dose activity change, negative = growth inhibition, usual class: inhibitors | chicken DT40 Tdp1-/-;hTDP1 cells + 20 nM CPT, ATP luminescence, 48 h | hit rate 12% among 420,000; active = well fitted inhibition curve with a large enough effect; inconclusive = small, poorly fitted or top-dose-only effect; also: nearly all actives have a fitted effect of over 55% in size
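Chicken DT40 Tdp1-/- cells stably complemented with human TDP1 were seeded at 400 cells/well in medium containing 20 nM camptothecin, exposed to pin-transferred compounds, and grown at 37 °C for at least 48 hr. Viability was read as ATP luminescence.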
* marks the source's active call; other numbers are inactive results; ? = inconclusive; [ ] = dose if it differs, or a comment. % is scaled to controls: 0 for no effect and ±100 for the full control effect; potency is read from the fitted curve at half-maximal effect. Not all compounds are listed; the hit share may differ from the screen's.

molecule | DT40 TDP1 CPT
N#Cc1cccnc1N1CCN(C(=O)c2[nH]c(C(F)(F)F)nc2-c2ccccc2)CC1 | -7%
CC(=O)Nc1cnc(-c2ccccc2C(F)(F)F)cn1 | -10%
O=C(Nc1cc(Cl)ccc1N1CCOCC1)c1ccc2c(c1)OCO2 | -4%
CCOC(=O)[C@]12CCC=C1N(Cc1ccco1)C(=O)[C@H](CC(=O)NCCC(C)C)C2 | -1%
O=C(c1cccs1)N1C[C@@H](n2cc(-c3ccc(F)cc3)nn2)[C@H](O)C[C@@H]1c1ccccc1 | 15µM*
C[C@H](CO)N1C[C@H](C)[C@@H](CN(C)Cc2ccc(-c3ccccc3)cc2)OCc2cnnn2CCCC1=O | ?
Nc1ccn([C@@H]2O[C@H](C(=O)N(CCC3=CCCCC3)CC3CC3)[C@@H](O)[C@H]2O)c(=O)n1 | ?
CC(=O)c1ccccc1-c1ccc2c(c1)CC(CNC(=O)c1cc(C)on1)O2 (stereo not given) | -7%[9.04 µM]
COCc1ccc(CN2Cc3cc(Cl)ccc3OC(C)C2)o1 (stereo not given) | 12%[9.04 µM]
CC1(C(=O)NS(=O)(=O)Cc2cccc(Cl)c2)CCN1C(=O)Cc1ccc(Cl)cc1Cl (stereo not given) | -18%
COC(=O)[C@@]12C[C@@H](CC(=O)N3CCN(C(=O)C4CC4)CC3)C(=O)N(Cc3ccccc3)C1=CCC(C)(C)C2 | ?
COc1cc(OC)cc(OC2(C)CCN(Cc3ccc(OC(C)C)cc3)C2)c1 (stereo not given) | 26µM*
CC1C(=O)N(Cc2cn(Cc3ccco3)nn2)CCS(=O)(=O)N1Cc1ccc(-c2cccnc2)cc1 (stereo not given) | ?
CCc1nc2c(OCCOc3ccc(F)cc3)cccn2c1N(C)C(=O)C(C)C | ?
OC(c1ccc(Cl)cc1)c1ncc(-c2ccc(Cl)cc2)[nH]1 (stereo not given) | ?
CCCCCC(=O)OCc1ccc(C2=CC(=O)CC(C)(C)C2=O)cc1 | 0%
C#Cc1ccc(NC(=O)C2(C)CCN2C(=O)C2(c3ccccc3)CC2)cc1 (stereo not given) | ?
Cc1ccccc1-c1cccc(CN2CCc3nnc(C(C)NC(=O)c4cccnc4)n3CC2)c1 (stereo not given) | -5%
COCC(=O)Nc1cc(C(=O)N2CCc3sccc3C2)c2c(c1)nc(-c1ccncc1)n2C | 3%
COC(=O)c1ccc2nc(-c3ccc(C#N)cc3)c(Cc3ccsc3)n2c1 | ?
CC(=O)NC(c1ccccc1)c1nc(-c2csc3ccccc23)cs1 (stereo not given) | ?
COc1cccc(C(C(=O)NCc2ccccc2)N2CCN(c3cccc(C)c3C)CC2)c1OC (stereo not given) | 18µM*
COc1cccc(CN2CCC2(C)C(=O)Nc2ccc3c(c2)CCN3C(C)=O)c1F (stereo not given) | ?
Cc1ccc(S(=O)(=O)N2C[C@H]3n4c(=O)ccc(=O)n4C[C@H](OC(=O)Nc4cccs4)[C@@]3(O)C2)cc1 | ?
COc1cc(CNC(=O)c2cc(-c3ccc(F)cc3OC)n[nH]2)cc(OC)c1 | -20%
CN(Cc1ccon1)C(=O)c1cnn(-c2ncc3c(n2)-c2ccccc2CCC3)c1C1CC1 | -2%[9.04 µM]
O=C(NCc1ccccn1)C1CCN(C2CCN(Cc3cccc(F)c3)CC2)CC1 | -19%
COc1cccc(C(O)c2nc(-c3cccc(C(F)(F)F)c3)cs2)c1 (stereo not given) | -85%
Cc1ccc(CN2CCC[C@]3(N[C@H](c4ccc(C)cc4)[C@@H]4C(=O)N(C)C(=O)[C@@H]43)C2=O)cc1 | ?
O=C(NCC1CCCCC1)c1csc([C@@H]2C[C@H](O)[C@@H](CO)O2)n1 | 7%
COc1ccc(-c2nc3cc(C)ccc3cc2CN(C(=O)c2csc(C)n2)C2CC2)cc1OC | 9%[9.04 µM]
CC(O)(c1cccnc1)c1nc(-c2ccoc2)cs1 (stereo not given) | -16%
CC1(C(=O)NS(=O)(=O)c2ccc(C#N)cc2)CCN1C(=O)CC1CCCC1 (stereo not given) | -5%
CC(=NO)c1cc(Br)c2cccc3c2c1CC3 | 4%
COc1ccc(NC(=O)Cn2c([N+](=O)[O-])cnc2C)c(OC)c1 | -12%
CCOC(=O)C1(C)CCCN(C(=O)CCc2ccccc2)C1 (stereo not given) | 6%
Cc1ccc(CNC(=O)c2ccc(S(=O)(=O)N3CCCC3)cc2)cc1 | -19%
CCCS(=O)(=O)NC(=O)C1(C)CCCN(C(=O)c2ccccc2OC)C1 (stereo not given) | 7%
O=C1C(c2ccccc2)CN1Cc1ccccc1 (stereo not given) | -25%
N=C(N)n1cccn1 | -2%

A few values from the list:
`N=C(N)n1cccn1` – DT40 TDP1 CPT = -2%
`CCOC(=O)C1(C)CCCN(C(=O)CCc2ccccc2)C1` (stereo not given) – DT40 TDP1 CPT = 6%

The list goes on.
molecule | DT40 TDP1 CPT
CC1CCN(S(=O)(=O)c2cc(C(=O)N3CCN(c4ccccc4)CC3)ccc2Br)CC1 | 23µM*
CCCCN(C)C(=O)c1sc(=O)n(Cc2c(C)noc2C)c1C | -21%
COc1ccc(N(C)S(=O)(=O)c2cccc(C(=O)OCC(=O)Nc3cc(C)ccc3OC)c2)cc1 | -6%
CC(NS(=O)(=O)c1cccc(Cl)c1F)[C@H](O)c1ccccc1 (stereo not given in full) | -18%
Cc1noc(C)c1C(=O)N1CCC1(C)C(=O)NS(=O)(=O)c1ccc(Cl)cc1 (stereo not given) | -1%
CCN(CC)C(=O)C1=C(C)N(Cc2ccc(F)cc2)C(=O)C(CC(=O)NC2CCCCC2)C1 (stereo not given) | -5%
COc1ccc(-c2csc(C(C)(O)c3cccc(F)c3)n2)cc1OC (stereo not given) | 23µM*
CCNC(=O)C1(C)CCN(C(=O)c2cccs2)C1 (stereo not given) | -52%

2 entries drawn at random from the list so far:
molecule | DT40 TDP1 CPT
Cc1ccc(CNC(=O)c2ccc(S(=O)(=O)N3CCCC3)cc2)cc1 | -19%
CC(=O)Nc1cnc(-c2ccccc2C(F)(F)F)cn1 | -10%

Later entries.
molecule | DT40 TDP1 CPT
CCNC(=O)C1(C)CCN(C(=O)C(c2ccccc2)c2ccccc2)C1 (stereo not given) | 3%
COc1ccc(C=O)c(-c2c(CCO)sc3ccccc23)c1 | ?
CN(C)CCc1c[nH]c2ccc(C[C@H]3COC(=O)N3)cc12 | -4%
COc1ccccc1NC(=O)Nc1nc(C(N)Cc2ccc(Cl)cc2)cs1 (stereo not given) | 9.2µM*
COc1ccc(NC(=O)c2cc(C3CCCCN3C(=O)c3cc(C(C)(C)C)nn3C)on2)c(C)c1 (stereo not given) | ?
COc1ccccc1C(=O)N1CCCC(c2nc(SCCN3CCOCC3)ncc2C)C1 (stereo not given) | -10%[9.04 µM]
COc1ccc(F)c(CN2CCOc3ccc(CN4CCC(O)(c5cccnc5)CC4)cc3C2)c1 | -7%[9.04 µM]
CCCCn1nnnc1C(c1ccccc1)N1CCN(c2cc(C)ccc2C)CC1 (stereo not given) | ?
CC(C)(C)c1ccc(NC(=O)c2cc(C3CCCN(S(=O)(=O)c4cccc5cccnc45)C3)on2)cc1 (stereo not given) | 23µM*
COc1ccc(C)cc1NC(=O)ON=C1CCCCC1 | 3%
COc1cccc(-c2cnc3c(NC(C)=O)cc(-c4cccc(C(=O)N(C)C)c4)cn23)c1 | ?
Nc1[nH]c(C(=O)c2ccccc2)c(-c2cccnc2)c1C(=O)NC1CCCCC1 | -11%
C[C@@H]1CN([C@@H](C)CO)C(=O)CCCn2nncc2CO[C@H]1CN(C)C(=O)Nc1ccc(N2CCCCC2)cc1 | 2%
COc1ccc([C@H]2N[C@]3(CCCN(Cc4ccc(F)cc4)C3=O)[C@H]3C(=O)N(C)C(=O)[C@@H]23)cc1 | -11%
COC(=O)C1CCN(Cc2ccc3c(c2)CN(C(=O)c2cc(-c4ccc(C)o4)[nH]n2)CCO3)CC1 | 0.082µM*
C[C@H](CO)N1C[C@H](C)[C@@H](CN(C)CC2CCOCC2)Oc2ncc(Br)cc2C1=O | -7%
O=C1C2C3CC4C5C3C1C5C1(SCCS1)C42 (stereo not given) | -4%
O=Cc1cccc(OCc2cn(CC(=O)c3ccc(O)cc3)nn2)c1 | 7%
COC(=O)C1=CCCCC(O)=C1C(=O)OC | -3%
CCCc1nc2c3ccccc3ccn2c1Cc1ccccc1C(F)(F)F | ?
COC(=O)[C@]12CCCCC=C1N(Cc1ccco1)C(=O)[C@H](CC(=O)NCc1cccc3ccccc13)C2 | ?
c1cncc(OC2CCN(Cc3ccc4c(c3)CN(Cc3ccc5c(c3)OCO5)CCO4)CC2)c1 | -12%[9.04 µM]
O=C1C(=Cc2ccc(Cl)cc2)Cc2ccccc21 | -4%
CN1C=CC(C(C(N)=O)c2ccccc2)c2ccccc21 (stereo not given) | 24%
COc1ccc(CN2C(=O)C(CC(=O)NCCN3CCOCC3)CC(C(=O)N(C)C)=C2C)cc1 (stereo not given) | 1%
COc1ccccc1C(=O)N[C@@H]1c2ccccc2C2(CCN(C(=O)c3ccnn3C)CC2)[C@H]1OC | -3%[9.04 µM]
CC(C)N(c1ccccc1)c1ccc(NC(=O)[C@@H]2O[C@H](CO)[C@H](O)[C@H](O)[C@H]2O)cc1 | -14%
O=C(Nc1ccc2c(c1)OCCO2)C(CCc1ccccc1)N1CCC(Cc2ccccc2)CC1 (stereo not given) | ?
O=C(NCc1nnc2n1CCN(C(=O)/C=C/c1ccccc1)CC2)c1cccc(F)c1 | -5%
CCCCCCCCN1C(=O)[C@H](CC(=O)NCCCN2CCCC2=O)C[C@@]2(C(=O)OC)CC(C)(C)CC=C12 | 13µM*
CC(C)CC(=O)Nc1nnc(SCC(=O)NC2CCCC2)s1 | -4%
COc1cc(=O)n2c(c1C(=O)N(C)Cc1ccsc1)CCN(Cc1c(C)nc3sccn13)CC2 | -4%
CCOC(=O)[C@]12CCCC=C1N(Cc1ccccc1)C(=O)[C@H](CC(=O)NCc1cccc(C(F)(F)F)c1)C2 | ?
CCC1(C2CCN(C(=O)c3cc(F)ccc3F)CC2)NC(=O)N(CCc2scnc2C)C1=O (stereo not given) | 9%[9.04 µM]
CCOC(=O)C1=CCN(S(=O)(=O)c2ccccc2)C1c1ccccc1 (stereo not given) | ?
Cc1ccc([C@H]2C[C@H](n3cc(C4CC4)nn3)[C@@H](O)CN2C(=O)C2CCCCC2)cc1 | 11%
CSc1ccccc1NC(=O)C1(C)CCN1C(=O)CCC1CCCC1 (stereo not given) | ?
CC1(C(=O)Nc2ccc3c(c2)OCCO3)CN(S(C)(=O)=O)CC(=O)N1Cc1cccc(F)c1 (stereo not given) | -20%
O=C(COc1ccc(Cl)cc1)OCCNC12CC3CC(CC(C3)C1)C2 | 12%
CC(=O)Nc1cccc(NC(=O)c2cccc(Cl)c2)c1 | -15%
O=C(Nc1ccc(F)c(Cl)c1)C1Cc2c(-c3ccc(Cl)cc3)ccnc2O1 (stereo not given) | 16µM*
Cc1ccc(CN2CC(N3CCN(C)CC3)CS2(=O)=O)cc1 (stereo not given) | -1%
COc1cccc(C(O)c2nc(/C=C/c3ccc(C(F)(F)F)cc3)cs2)c1 (stereo not given) | ?
O=C(Nc1ccc2ccccc2c1)c1ccccc1Cl | ?
O=C(NCc1nnc2n1CCN(Cc1ccc(C(F)(F)F)cc1)CC2)c1ccccn1 | 3%[9.04 µM]
CCn1c(C)cc(C(=O)COC(=O)CNC(=O)c2ccco2)c1C | -17%
CCOC(=O)C1(C)CCN1C(=O)c1c(F)cccc1F (stereo not given) | 5%
CCOc1ccccc1NC(=O)CCNC(=O)N1CC(=O)Nc2ccccc21 | -7%
CCC1CN(CCNC(=O)c2cc3ccccc3oc2=O)Cc2cc(OC)ccc2O1 (stereo not given) | 2%[9.04 µM]
O=C(NCCOc1ccc(F)cc1)C1CCC(=O)N(Cc2ccc(Cl)cc2)C1 (stereo not given) | ?
CCc1ccc([C@H]2[C@@H]3C(=O)C[C@@H]4C(=O)N(c5ccccc5)C(=O)[C@@H]4[C@@H]3CN2S(=O)(=O)c2ccc(C)cc2)cc1 | -7%
CCCCOCCCNC(=O)C[C@@H]1C[C@@]2(C(=O)OC)CC(C)(C)CC=C2N(Cc2ccco2)C1=O | 21µM*
CC(C)(C)c1ccc(CC(=O)N2CCC2(C)C(=O)O)cc1 (stereo not given) | 6%
CC1=C(C(=O)N2CCCCCC2)CC(CC(=O)NCc2cccc3ccccc23)C(=O)N1CCC1=CCCCC1 (stereo not given) | ?
COc1ccc(OC)c(N2C(=O)c3ccccc3C2c2nnnn2-c2ccc3c(c2)OCCO3)c1 (stereo not given) | ?
COc1cc(CN2C[C@@H](CO)O[C@@H](n3cnc4c(NCC(C)C)ncnc43)C2)cc(OC)c1OC | -1%
CCNC(=O)C1(C)CCCN(C(=O)c2nc3ccccc3s2)C1 (stereo not given) | 1%
CCCCCC(=O)N1C[C@@H](O)[C@H](n2cc(COC(=O)c3ccccc3)nn2)C[C@@H]1c1ccc(Cl)cc1 | -17%

Structural class, the entries above with an aryl thioether with sulfur outside any ring.
molecule | DT40 TDP1 CPT
COc1ccccc1C(=O)N1CCCC(c2nc(SCCN3CCOCC3)ncc2C)C1 (stereo not given) | -10%[9.04 µM]
CC(C)CC(=O)Nc1nnc(SCC(=O)NC2CCCC2)s1 | -4%
CSc1ccccc1NC(=O)C1(C)CCN1C(=O)CCC1CCCC1 (stereo not given) | ?

From PubChem BioAssay
